core dimer inh – blocks dimerization of HCV core protein. TR-FRET GST/Flag-core106 dimerization, 1536-well. inhibition, % at 5 µM. hit rate 0.33% among 300,000;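 active = inhibition above the mean of all tested compounds plus 3 SD, set per screening campaign, cut at about 45% in these data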
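test system = GST/Flag-tagged HCV core106 proteins | probe or stimulus = Eu donor and XL665 acceptor anti-tag antibodies | times = compound-protein-antibody incubation 4 h at 22.5 °C | signal = TR-FRET, excitation 340 nm, emission 617 and 671 nm | measure = percent inhibition of core106 dimerization signal | controls = wells lacking GST-core106 and wells with excess unlabelled core106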
PP5 inh – inhibitors of human protein phosphatase 5 (PP5); P53041; AID 1987; hit rate 0.18% among 320,000; purified PP5c, OMFP substrate fluorescence; inhibition, % at 6.7 µM;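 active = inhibition above the campaign's mean inhibition across all tested compounds plus 3 SD, cut at about 9.5% in these data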;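 note: 0% = DMSO only and 100% = 100 µM cantharidin control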
Target sequence (P53041 whole entry, looked up): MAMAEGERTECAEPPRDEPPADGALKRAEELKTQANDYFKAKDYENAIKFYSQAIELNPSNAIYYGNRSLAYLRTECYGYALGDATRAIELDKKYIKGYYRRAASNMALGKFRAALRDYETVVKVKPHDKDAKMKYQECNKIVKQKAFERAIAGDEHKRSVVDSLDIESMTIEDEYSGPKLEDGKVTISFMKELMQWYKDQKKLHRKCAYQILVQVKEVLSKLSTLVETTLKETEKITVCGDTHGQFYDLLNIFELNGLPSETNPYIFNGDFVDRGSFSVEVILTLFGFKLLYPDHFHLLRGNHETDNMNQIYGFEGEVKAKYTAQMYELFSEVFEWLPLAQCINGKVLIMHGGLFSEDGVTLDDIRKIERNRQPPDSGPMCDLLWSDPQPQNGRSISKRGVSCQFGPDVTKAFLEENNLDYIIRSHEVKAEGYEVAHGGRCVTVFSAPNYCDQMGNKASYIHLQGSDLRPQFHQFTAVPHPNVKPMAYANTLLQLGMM
PAFAH2 inh – PAFAH2 (human) inhibition; inhibition, % at 3.39 µM; AID 492956; hit rate 0.99% among 340,000; recombinant PAFAH2, FP-rhodamine activity probe, fluorescence polarization; Q99487;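 active = inhibition above the mean over all tested compounds plus 3 SD, cut at about 30% in these data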;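 note: inhibitors block probe labeling of enzyme so polarization drops; 0% = enzyme with DMSO and 100% = wells lacking PAFAH2 protein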
AHR activator – human AHR activation. hit rate 2.5% among 320,000. P35869. AHR-responsive luciferase reporter cells, luminescence. AID 2796. activation, % at 5 µM; in the data active = activation above about 47%;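 note: 0% = vehicle wells and 100% = reference agonist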
TPT1 inhibitor – blocks Candida albicans tRNA 2'-phosphotransferase. recombinant caTPT1, FP RNA substrate dephosphorylation. inhibition, % at 5 µM. hit rate 0.81% among 300,000;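 active = inhibition above the mean of all tested compounds plus 3 SD, set per screening campaign, cut at about 24% in these data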;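 note: plate controls were DMSO alone for no effect and ferristatin control at 100 nM for full effect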
proCasp7 act – counter-screen for procaspase-3 activators: activators of human procaspase-7; P55210; hit rate 0.093% among 330,000; AID 463210; recombinant procaspase-7, Ac-DEVD-pNA absorbance 405 nm; D23A/D198A/D206A triple mutant, cannot self-cleave; scale: DMSO 0, 5 µM enzyme 100; activation, % at 8.5 µM;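 active = percent activation above the screen-wide mean plus 3 SD, cut at about 25% in these data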
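Replicates: singlicate. Assay system: Procaspase-7 triple mutant (PC-7 D3A). Signal: 405 nm absorbance of p-nitroaniline. Times: 1 h preincubation, 2 h reaction. Buffer or medium: Zinc-free HEPES pH 7.4 with 300 mM NaCl, 0.01% Triton X-100. Also added: DEVD-pNA substrate. Benchmarks: DMSO wells as 0%, DMSO with 5 µM added PC-7 as 100%.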
procasp3 activ – activates human procaspase-3. P42574. activation, % at 8.5 µM. recombinant procaspase-3 D3A, Ac-DEVD-pNA absorbance 405 nm. hit rate 0.11% among 330,000;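 active = activation above the mean of all tested compounds plus 3 SD, cut at about 21% in these data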;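 note: 0% = DMSO alone and 100% = DMSO wells spiked with extra 5 µM PC-3 D3A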
Target sequence (P42574 whole entry D9A/D28A/D175A): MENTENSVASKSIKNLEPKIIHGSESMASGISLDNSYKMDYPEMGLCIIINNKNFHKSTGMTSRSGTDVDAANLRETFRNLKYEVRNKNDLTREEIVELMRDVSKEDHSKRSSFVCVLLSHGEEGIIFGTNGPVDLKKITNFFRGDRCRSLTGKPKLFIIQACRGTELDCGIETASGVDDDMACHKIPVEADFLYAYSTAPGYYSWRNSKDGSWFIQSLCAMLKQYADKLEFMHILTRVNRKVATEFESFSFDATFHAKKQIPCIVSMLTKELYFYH
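Test system: Procaspase-3 D3A mutant; medium: Zinc-free HEPES/NaCl buffer with 0.01% Triton X-100 at pH 7.4; reagent: DEVD-pNA substrate; doses: one concentration, 8.5 µM nominal, 0.8% DMSO; times: 1 h preincubation plus 2 h reaction at 25 °C; signal: Epi-absorbance at 405 nm of released p-nitroaniline, 0 and 120 min; replicates: singlicate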
Fh CTSL1 inh – cathepsin L1 inhibition, PFM18AAP counter-screen; recombinant F. hepatica cathepsin L1, Z-Leu-Arg-MCA fluorescence; inhibition, % at 5.96 µM; hit rate 0.49% among 300,000; AID 1906;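 active = inhibition above the mean of all tested compounds plus 3 SD, set per screening campaign, cut at about 17% in these data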;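 note: 0% = plate median of test compound wells and 100% = 1 µM Z-Phe-Ala-diazomethylketone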
PP1 inh – blocks human PP1-alpha phosphatase, a PP5 counter-screen | purified PP1alpha, OMFP fluorescence | AID 2235 | inhibition, % at 6.7 µM | P62136 | hit rate 0.9% among 320,000;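 active = inhibition above the mean inhibition of all tested compounds plus 3 SD, computed separately for each screening campaign, cut at about 15% in these data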
Target sequence (P62136 whole entry, looked up): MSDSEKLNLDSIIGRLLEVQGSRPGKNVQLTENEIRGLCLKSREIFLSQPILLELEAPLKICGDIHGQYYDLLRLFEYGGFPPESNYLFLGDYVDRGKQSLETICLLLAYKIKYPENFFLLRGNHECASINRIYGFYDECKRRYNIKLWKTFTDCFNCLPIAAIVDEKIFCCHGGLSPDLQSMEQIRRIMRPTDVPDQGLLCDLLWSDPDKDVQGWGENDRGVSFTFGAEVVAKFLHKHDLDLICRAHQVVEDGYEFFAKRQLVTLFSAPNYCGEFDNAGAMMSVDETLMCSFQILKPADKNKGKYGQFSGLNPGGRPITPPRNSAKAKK
* hit, by the source's call; . = not tested or not shown.

SMILES | core dimer inh | PP5 inh | PAFAH2 inh | AHR activator | TPT1 inhibitor | proCasp7 act | procasp3 activ | Fh CTSL1 inh | PP1 inh
CCc1nnc(NS(=O)(=O)c2ccc(NC(=S)NC(=O)/C=C/c3ccc(C(C)C)cc3)cc2)s1 | 16 | 4.9 | -22 | -1 | -2 | 18 | -2 | 4 | 26*
Cc1ccc(Sc2cc(C(=O)NCCCN(C)C)c3ccccc3n2)cc1 | 7 | 1.1 | -2 | 2 | -22 | -7 | 0 | -3 | 0
CC(C)(C)CN1CCC(Oc2cccc(C(=O)N3CCNC(=O)C3(C)C)c2)CC1 | -18 | 2.9 | 6 | 4 | 0 | -4 | 4 | 19* | -3
COc1ccc(NC(=O)CSc2nc3ccsc3c(=O)n2CCC(=O)O)c(OC)c1 | 0 | -2.9 | 2 | 0 | -1 | 10 | 2 | 3 | -5
CCOC(=O)N1CCN(C(=O)c2ccc3c(=O)n(CCC4=CCCCC4)c(=O)[nH]c3c2)CC1 | 10 | 0.8 | 3 | -5 | 2 | -1 | 0 | 7 | -1
O=C(NC(=O)N1CCCCCC1)c1ccccc1 | -10 | 0.3 | 3 | 5 | -3 | 2 | 0 | -3 | 0
Nc1nc2nccc(-c3ccccn3)n2n1 | 1 | 2.2 | -7 | -1 | -3 | -1 | 3 | 1 | -4
O=C(/C=C/c1ccc(F)cc1)Nc1cc(S(=O)(=O)N2CCOCC2)ccc1N1CCCC1 | 5 | -1.4 | -3 | -3 | 4 | 10 | -2 | 1 | -1
O=C(Nc1cccc(O)c1)c1cccc(S(=O)(=O)Nc2cccc(O)c2)c1 | 7 | 0.9 | 2 | 1 | 0 | 6 | 1 | -7 | 1
CCNc1nc(NC(C)C)nc(N(C)C#N)n1 | -2 | 1.3 | -4 | 2 | -2 | 5 | 7 | -2 | 0
CCN(CC)S(=O)(=O)c1ccc(N)cc1 | -1 | 0.5 | -10 | 1 | 11 | 12 | -1 | -4 | 0
Cc1ccccc1CN1CCN(S(=O)(=O)c2cccc3nsnc23)CC1 | 0 | 2.7 | 6 | -3 | 2 | 4 | -10 | 0 | 2
COc1cc(CN2CCC(C(=O)N3CCCC(C)C3)CC2)cc(OC)c1O (stereo not drawn) | -6 | -2.0 | -3 | 0 | -3 | -2 | 5 | 1 | -3
CCOC(=O)c1cnc(-n2cc(C)cn2)nc1Nc1ccccc1OCC | 4 | 2.4 | 2 | 3 | 1 | 1 | 0 | -1 | 8
O=C(NNC(=O)C1CCCO1)c1ccc([N+](=O)[O-])cc1 (stereo not drawn) | -5 | 1.6 | -2 | 2 | 0 | 7 | 0 | 0 | 4
CCc1ccc(OCC(=O)O/N=C(\N)c2ccncc2)cc1 | -12 | 2.3 | 0 | 9 | 0 | 1 | -12 | -11 | 1
Cc1cc(C)nc(SCNC(=O)c2ccc(F)cc2)n1 | -6 | 0.3 | 0 | 2 | 0 | -16 | -26 | 0 | -4
O=C(COC(=O)/C=C/c1ccco1)Nc1cc(S(=O)(=O)N2CCOCC2)ccc1Cl | . | . | 42* | -1 | . | 7 | 6 | . | .
CCOc1ncccc1C(=O)Nc1ccc(-c2ccc3nnc(C)n3n2)cc1 | 2 | 2.1 | -1 | -2 | -2 | 1 | 8 | 3 | 2
Cc1nnc(SCCn2c(N3CCCC(C)C3)nc3c2c(=O)[nH]c(=O)n3C)s1 (stereo not drawn) | -2 | 5.4 | -8 | 2 | 2 | -1 | 0 | -4 | -2

Retrieved by compound from above, 3 records:
SMILES | core dimer inh | PP5 inh | PAFAH2 inh | AHR activator | TPT1 inhibitor | proCasp7 act | procasp3 activ | Fh CTSL1 inh | PP1 inh
CCOC(=O)N1CCN(C(=O)c2ccc3c(=O)n(CCC4=CCCCC4)c(=O)[nH]c3c2)CC1 | 10 | 0.8 | 3 | -5 | 2 | -1 | 0 | 7 | -1
COc1ccc(NC(=O)CSc2nc3ccsc3c(=O)n2CCC(=O)O)c(OC)c1 | 0 | -2.9 | 2 | 0 | -1 | 10 | 2 | 3 | -5
CCN(CC)S(=O)(=O)c1ccc(N)cc1 | -1 | 0.5 | -10 | 1 | 11 | 12 | -1 | -4 | 0

(list continues)
SMILES | core dimer inh | PP5 inh | PAFAH2 inh | AHR activator | TPT1 inhibitor | proCasp7 act | procasp3 activ | Fh CTSL1 inh | PP1 inh
COc1ccc(S(=O)(=O)Nc2cc(C)on2)cc1NC(C)=O | . | 3.4 | 4 | 0 | . | -5 | 0 | . | 2
CCn1c(=O)n(CCOC)c(=O)c2c3c(sc21)CCCC3 | 1 | 0.9 | -4 | -4 | -5 | 8 | 1 | -4 | 0
COc1ccc(NC(=O)C2CCCN(c3nn4c(=O)cc(C)nc4s3)C2)c(OC)c1 (stereo not drawn) | -24 | -3.5 | -2 | 6 | -6 | -5 | 5 | 5 | 1
O=C(O)CN1CCN(c2ncc(C(F)(F)F)cc2Cl)CC1 | -4 | 1.6 | 11 | 1 | -5 | -5 | 4 | 14 | -2
N#Cc1cccc(NC(=O)CSc2nnc(C3CC3)n2C2CC2)c1 | . | 0.9 | 4 | -6 | . | 6 | -1 | . | -2
CN(Cc1cccnc1)C(=O)CNC(=O)c1ccc(Cl)cc1Cl | -5 | 0.8 | 14 | 11 | 1 | 7 | 14 | -4 | -2
c1n[nH]c(NC2=NCCC2)n1 | -5 | 1.9 | 1 | 3 | -2 | -1 | 7 | 0 | -4
COCC(C)NC(=O)C1CC(c2cccc(Br)c2)=NO1 (stereo not drawn) | -2 | 0.6 | 11 | -5 | -2 | 4 | -4 | 1 | -3
OCCC1CN(Cc2nc3c(s2)CCCC3)CCN1Cc1ccccc1 (stereo not drawn) | 1 | 0.3 | 2 | 2 | 0 | 5 | 2 | -1 | -1
Cc1cc(C)cc(C(=O)Nc2ccc(N3CCCC3)cc2)c1 | -12 | 0.8 | 3 | -6 | 8 | 1 | 1 | 0 | 1
COCCNC(=O)COC(=O)c1ccc(OCC(=O)Nc2ccccc2OC)c(OC)c1 | -1 | -1.1 | 32* | 3 | -4 | 0 | 4 | 4 | 3
COc1ccc(C)cc1NS(=O)(=O)c1ccc(-c2cnc(C3CC3)o2)cc1 | -3 | 3.1 | 4 | 15 | -9 | 0 | 1 | 7 | 2
O=C(Nc1ccc(Cl)cc1)c1cccc(NC2=NC3CS(=O)(=O)CC3S2)c1 (stereo not drawn) | 0 | -1.1 | -3 | 182* | -2 | 0 | 5 | -3 | -1
CCN(Cc1ccccc1)S(=O)(=O)c1ccc(C(=O)N2CCN(c3nc4ccccc4s3)CC2)cc1 | 22 | 2.0 | -8 | 4 | 1 | -5 | 0 | 1 | 0
CCC(C)NC(=O)C(=O)NCc1ccncc1 (stereo not drawn) | -7 | 2.8 | -4 | -1 | 2 | -1 | 3 | -2 | 4
OCCCC1CCCCN1Cc1nc(Cc2ccccc2Cl)no1 (stereo not drawn) | 2 | 0.9 | 4 | 5 | -2 | 7 | 1 | -3 | 2
O=C(O)C1CCCCC1C(=O)Nc1ccccc1Cl (stereo not drawn) | -2 | -1.8 | -3 | 0 | -3 | 1 | 0 | -3 | -5
O=C(c1ccc2c(c1)OCO2)N1CCC2(CC1)Oc1ccc(Cl)cc1C(=O)C21CC(c2ccccc2)=NO1 (stereo not drawn) | 4 | 3.2 | 2 | 4 | -2 | -6 | 2 | 2 | 5
NS(=O)(=O)c1cccc(NC(=O)CN2CCC(Cc3ccccc3)CC2)c1 | -1 | 1.7 | 2 | 0 | -1 | 14 | -3 | -2 | -1
Cc1ccc(Cl)cc1N1CCN(C(=S)NCCc2ccccc2)CC1 | 2 | 3.8 | -1 | 1 | 2 | 5 | 6 | 2 | 0
CCNc1ccc(C(=O)OCC(=O)Nc2cc(C)on2)cc1[N+](=O)[O-] | . | 0.9 | 31* | 0 | . | 8 | 2 | . | 0
CC(=O)c1cc2c(cc1NC(=O)CN1CCCCCC1)OCO2 | 8 | 0.9 | 6 | 14 | 1 | 7 | 0 | 0 | 1
COc1ccc(/C(N)=N/OC(=O)Cc2ccccc2[N+](=O)[O-])cc1 | -1 | -1.0 | -1 | -3 | 1 | 13 | 4 | 1 | 5
O=c1[nH]cc(S(=O)(=O)N2CCCc3ccccc32)c(=O)[nH]1 | 4 | 0.6 | 2 | 3 | 1 | 0 | -3 | 7 | -1
COc1cc2ccccc2cc1C(=O)NCC(c1cccs1)N(C)C (stereo not drawn) | 1 | 1.4 | 5 | 12 | 1 | -3 | -4 | 4 | 2
COc1ccccc1NS(=O)(=O)c1cc(N/C(=N\S(=O)(=O)c2ccccc2)c2ccc(F)cc2)ccc1Cl | 23 | 3.2 | -41 | 0 | 0 | -5 | 5 | 2 | 6
CC(=O)Nc1ccc(S(=O)(=O)N2CCN(C(=O)c3ccco3)CC2)cc1 | -5 | 0.9 | -10 | 1 | -7 | 8 | 7 | -2 | 1
CCOc1ccc(NC(=O)c2ccccn2)cc1 | -11 | 0.9 | 2 | 6 | -7 | -9 | -3 | 4 | -4
COc1cccc(/C=N/n2c(-c3n[nH]c4c3CCC4)n[nH]c2=S)c1OC | 0 | 1.9 | -1 | 51* | -2 | -5 | -17 | -1 | 3
O=C1/C(=C\Nc2ccccc2)CCN1c1ncccn1 | -5 | 2.5 | -1 | 66* | -5 | 0 | 2 | 12 | 4
CC1=NN(c2ccccc2)C(=O)/C1=C\c1cn(CCC#N)nc1-c1ccc(Cl)cc1 | -8 | 7.6 | 2 | 6 | 5 | -5 | 9 | -11 | 1
O=C(CNS(=O)(=O)c1ccccc1)N/N=C/c1ccccc1[N+](=O)[O-] | -7 | 1.1 | -4 | 6 | -3 | 5 | -5 | 0 | 0
CCn1c(=O)c(C)nn2c3ccccc3nc12 | -3 | 1.1 | 0 | -2 | -4 | -11 | -14 | 0 | -2
CCn1c(O)c(N=N)c2ccccc21 | -3 | -2.1 | -5 | 9 | 2 | 4 | -4 | -1 | -2
c1ccc(CSc2nnc(-c3cccs3)n2Cc2ccco2)cc1 | -1 | 0.8 | 3 | 0 | -3 | -1 | 0 | -1 | 3
c1ccc(-c2cc(N3CCCCC3)ncn2)cc1 | 7 | 1.9 | 2 | 47 | -1 | 8 | -6 | -5 | -3
CN(C)CCn1ccc(O)c(Cc2ccc(Cl)cc2)c1=O | 6 | -0.8 | -3 | 2 | -1 | 1 | 5 | 0 | 0
Cc1nnc(NC(=O)c2nn(CC(C)C)c(=O)c3ccccc23)s1 | 0 | -0.7 | 9 | 5 | -1 | 9 | 1 | -1 | 0
CC1CCC2(CC1)NC(=O)N(Cc1cccc(C(F)(F)F)c1)C2=O (stereo not drawn) | -1 | 3.4 | -2 | -2 | 0 | 15 | 6 | 9 | 2
O=c1c2ccccc2nc(SCc2ccc(F)cc2Cl)n1CCCN1CCOCC1 | 0 | 1.1 | -4 | -1 | -3 | 3 | 3 | 5 | 2
O=S(=O)(c1ccc(F)cc1)N1CCN(CC2CC3C=CC2C3)CC1 (stereo not drawn) | 2 | 0.7 | 3 | -3 | 0 | -11 | 10 | 1 | 1

Source: PubChem
